High-throughput results deposited in PubChem BioAssay by several laboratories.
CHRM5 PAM – positive allosteric modulators of human muscarinic M5 receptor. CHO-K1 hM5, Fluo-8 calcium, ACh EC20 PAM; 0% = ACh EC20, 100% = ACh EC100. hit rate 0.3% among 360,000. activation, % at 3 µM. P08912;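 active = activation above the run cutoff, the mean activation of all test compounds plus 3 SD, cut at about 18% in these data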
Target sequence (P08912 whole entry, looked up): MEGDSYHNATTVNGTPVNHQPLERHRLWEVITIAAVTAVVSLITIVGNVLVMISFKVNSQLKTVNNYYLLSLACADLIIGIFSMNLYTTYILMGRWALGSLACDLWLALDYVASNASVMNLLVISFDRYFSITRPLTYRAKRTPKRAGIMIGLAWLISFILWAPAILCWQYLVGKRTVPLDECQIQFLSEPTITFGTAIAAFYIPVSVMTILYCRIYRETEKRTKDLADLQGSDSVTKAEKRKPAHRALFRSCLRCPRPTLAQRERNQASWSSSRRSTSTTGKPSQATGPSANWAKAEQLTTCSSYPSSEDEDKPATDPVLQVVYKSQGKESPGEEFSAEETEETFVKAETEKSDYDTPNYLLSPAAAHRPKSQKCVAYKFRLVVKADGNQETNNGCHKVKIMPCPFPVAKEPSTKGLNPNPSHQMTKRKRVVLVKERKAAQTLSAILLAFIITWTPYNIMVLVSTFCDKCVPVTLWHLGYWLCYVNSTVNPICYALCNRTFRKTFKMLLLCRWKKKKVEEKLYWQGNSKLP
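Measured by: Fluo-8 calcium fluorescence; material: human M5 receptor in CHO-K1 cells; schedule: Post-acetylcholine fluorescence recording 140 s; benchmarks: low control EC20 acetylcholine (0%), high control EC100 acetylcholine (100%); read-out: Max/basal fluorescence ratio as % of EC20–EC100 ACh window; compound: single dose, 3 µM nominal final test concentration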
CHRM4 antagonist – CHRM4 antagonism in calcium assay. hit rate 0.73% among 360,000. CHO-hM4 cells, ACh EC80, Fluo-8 calcium fluorescence. inhibition, % at 3 µM. P08173;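 active = inhibition above its plate's cutoff, the mean inhibition of sample wells plus 3 SD, cut at about 27% in these data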;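 also: 0% = acetylcholine EC80 with DMSO and 100% = DMSO without agonist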
Target sequence (P08173 whole entry, looked up): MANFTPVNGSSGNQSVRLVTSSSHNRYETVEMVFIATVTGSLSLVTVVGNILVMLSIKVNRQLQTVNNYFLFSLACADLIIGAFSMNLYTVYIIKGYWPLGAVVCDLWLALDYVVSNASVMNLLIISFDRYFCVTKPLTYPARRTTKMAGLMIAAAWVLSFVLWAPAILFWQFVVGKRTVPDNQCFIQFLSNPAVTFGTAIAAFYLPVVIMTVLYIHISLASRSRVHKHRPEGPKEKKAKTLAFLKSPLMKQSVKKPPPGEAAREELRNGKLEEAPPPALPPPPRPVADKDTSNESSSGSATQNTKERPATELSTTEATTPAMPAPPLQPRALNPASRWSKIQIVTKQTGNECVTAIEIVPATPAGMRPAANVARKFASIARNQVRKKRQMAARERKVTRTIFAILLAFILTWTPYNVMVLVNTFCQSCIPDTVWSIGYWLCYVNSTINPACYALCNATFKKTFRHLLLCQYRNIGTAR
M5 antag – CHRM5 antagonism in calcium assay; P08912; CHO-hM5 cells, Fluo-8 calcium fluorescence, ACh EC80; inhibition, % at 3 µM; hit rate 0.59% among 360,000;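 active = inhibition above a per-plate cutoff, the mean of that plate's test compounds plus 3 SD, cut at about 27% in these data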;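 also: 0% = acetylcholine EC80 with DMSO and 100% = DMSO without agonist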
CRFR2-BP antag – blocks CRF-induced signaling of the CRF-BP/CRF-R2 complex; hit rate 0.59% among 350,000; inhibition, % at 11.8 µM; HEK293 CRF-R2/CRF-BP, CRF-induced calcium fluorescence;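 active = inhibition of the ligand-induced calcium signal above about 50% at the single tested concentration, limit read from the data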
CRFBP-R2 agonist – CRF-BP/CRF-R2 complex agonism. HEK293 CRF-R2/CRF-BP, calcium dye fluorescence (FLIPR); percent of saturating CRF peptide response. activation, % at 13.2 µM. hit rate 0.46% among 350,000;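 active = activation of at least 50%, plus an integration ratio under a set limit after plate pattern correction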;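 also: plate controls were neutral control wells without compound for no effect and CRF at EC100 for full effect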
M4 PAM – positive allosteric modulators of human muscarinic M4 receptor | CHO-K1 hM4/Gqi5, Fluo-8 calcium fluorescence, ACh EC20; 0% = ACh EC20, 100% = maximal ACh | activation, % at 3 µM | hit rate 0.4% among 360,000;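 active = activation above its plate's cutoff, the mean activation of sample wells plus 3 SD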; also: some results filed as inactive read as strong as hits
M5 ag – agonists of human muscarinic M5 receptor (CHRM5). P08912. AID 624037. hit rate 0.19% among 360,000. CHO-K1 hM5 cells, Fluo-8 calcium fluorescence; 0% DMSO wells, 100% maximal acetylcholine response. activation, % at 3 µM;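 active = activation above the run's mean over test compounds plus 3 SD, cut at about 23% in these data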;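 also: signal is peak over basal fluorescence ratio across the kinetic read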
IDE inh – inhibitors of human insulin-degrading enzyme in cells. P14735. HEK cells, FAbetaB cleavage, fluorescence polarization. inhibition, % at 5.59 µM. hit rate 0.41% among 320,000. AID 434962;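 active = percent inhibition above the average of all tested compounds plus 3 SD, set per screening campaign, cut at about 16% in these data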;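 also: IDE supplied by intact live HEK cells; FP after avidin binding of uncleaved biotin substrate so inhibition keeps polarization high; 0% = DMSO wells and 100% = 60 µM reference IDE inhibitor Ii1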
CHRM4 agonist – agonists of human muscarinic M4 receptor (CHRM4); hit rate 0.14% among 360,000; CHO-K1 hM4/Gqi5, Fluo-8 calcium fluorescence; vehicle 0%, full acetylcholine response 100%; activation, % at 3 µM;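 active = activation above the run mean over all test wells plus 3 SD, cut at about 32% in these data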;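 also: peak over basal fluorescence ratio per well then scaled between controls; 0% = DMSO wells and 100% = acetylcholine at EC100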
The depositor's hits bear a star; / = not tested or not shown.

SMILES	CHRM5 PAM	CHRM4 antagonist	M5 antag	CRFR2-BP antag	CRFBP-R2 agonist	M4 PAM	M5 ag	IDE inh	CHRM4 agonist
COc1ccc(NC(=O)NCCN2CCN(c3cccc(Cl)c3)CC2)cc1	-4	-10	-1	39	-2.8	-3	2	0	5
CC1(C)CC(=O)C(CS(=O)(=O)c2ccccc2)=C(O)C1	4	-9	3	-4	1.6	13	-6	6	0
Cc1cccc(NC(=O)/C(=C\c2ccco2)NC(=O)c2ccccc2)c1	-4	-5	12	29	1.1	7	0	3	3
N#Cc1ccc(CCc2ccccc2)[nH]c1=O	-3	-6	15	-3	1.3	3	0	/	1
COc1ccc(CCC(=O)Nc2ccc(C)c(S(=O)(=O)N(C)C)c2)cc1OC	-13	0	10	1	-1.0	-6	7	-3	11
CCN(CCn1cccn1)Cc1nc(-c2ccccc2)no1	1	3	6	-10	0.5	3	0	0	1
CCC(=O)Nc1ccc(CCC(=O)N2CCCC2)cc1	10	-1	2	1	-1.1	4	3	1	1
CC(=O)N1CC[n+]2c(-c3ccc([N+](=O)[O-])cc3)csc21	20*	-7	-9	10	-0.6	0	4	6	0
O=C(NCCN1CCc2ccccc2C1)Nc1ccc(F)cc1	-4	-4	0	8	-4.5	2	-1	-4	0
CC(C)CC(=O)Nc1c2c(nn1-c1ccc(F)cc1)CS(=O)(=O)C2	6	-4	-1	-2	0.5	0	-3	0	0
CCc1cc(=O)oc2cc(C)cc(OCC(=O)NCCc3c[nH]c4ccccc34)c12	-12	-23	8	5	-2.6	1	2	2	16
O=C(CSc1nc2c(cnn2-c2ccccc2)c(=O)[nH]1)N1CCCCC1	-3	-1	1	-1	1.8	-5	3	-2	0
Cc1ccc(C)c(N(C(=O)Cn2nnc3ccccc32)C(C(=O)NCc2ccco2)c2ccncc2)c1 (stereo not given)	1	-8	-2	-4	-0.6	6	-1	1	1
CCN(CC)CCN1c2ccccc2Sc2ccc3ccccc3c21	-21	20	80*	-3	-1.1	-15	-7	-6	4
CN(c1ccc(C(=O)Nc2ccc(S(=O)(=O)N3CCCC3)cc2)cc1)S(C)(=O)=O	-5	-1	1	-8	-0.1	-6	6	-5	20
COC(=O)c1sccc1NC(=O)c1cc(C)on1	-2	7	2	1	-0.3	9	2	6	0
Cc1cccnc1Sc1c([N+](=O)[O-])ncn1C	-1	5	-2	2	-0.7	-3	1	2	0
CCCCn1c(N)c(N(CC)C(=O)c2cc(C)cc(C)c2)c(=O)[nH]c1=O	-1	6	10	12	0.3	-5	-2	9	3
COc1ccc(Br)c2oc(SC)cc(=O)c12	0	-5	7	-23	-5.4	13	1	4	0
CCCC(=O)N1CCOCC1c1cc(C(=O)Nc2ccccc2)no1 (stereo not given)	-4	-20	4	/	/	-1	0	/	2
CCN1C(=O)C2(SC(NC(C)=O)=NN2C(C)=O)c2cc(C)ccc21 (stereo not given)	6	-10	-2	-3	-1.0	12	1	9	2
Cc1ccnc2c(N3C(=O)C4C5c6ccccc6C(c6ccccc65)C4C3=O)cccc12 (stereo not given)	-2	-5	1	-16	0.8	-2	-6	5	3
C=CC[C@@H](CC(=O)N(CCO)Cc1ccccc1)C(=O)N[C@@H](C)COC(=O)[C@@H](CC=C)Cc1ccc(F)cc1	-7	-5	6	0	-1.7	1	-2	3	10
COCCNC(=O)C1CCCN(Cc2ccccc2)CC1 (stereo not given)	0	-12	7	/	/	4	-1	/	0
O=[N+]([O-])c1cc(S(=O)(=O)Nc2ccccc2)ccc1N1CCN(c2ccc(O)cc2)CC1	-3	-2	2	-18	-0.3	-5	-2	-3	6
COc1cccc(CN(C)CC(=O)Nc2ccccc2C(=O)Nc2ccccc2)c1	2	-4	8	-6	-1.0	-1	-2	0	1
O=C(NCC1CCCO1)c1cc([N+](=O)[O-])ccc1Cl (stereo not given)	-6	2	2	3	-4.7	-3	-1	1	0
Cc1ccc2nsnc2c1NC(=O)c1cncc(Br)c1	2	-1	-8	-8	1.8	6	1	-5	1
O=C(Cn1ccc2ccccc2c1=O)NCCC(=O)Nc1ccc2c(c1)OCCO2	0	0	2	16	-0.7	-4	-1	0	0
N#Cc1ccccc1OCCN1C(=O)c2ccccc2C1=O	-7	11	2	-16	-2.5	-7	-2	1	2
Cc1nc2sc3c(c2c(=O)n1/N=C/c1cccnc1)CCCC3	6	4	0	-11	-4.2	-3	-3	5	1
COc1ccc(CNC(=O)C2(C)Cc3c(-c4ccc(C(N)=O)cc4)ccnc3O2)cc1OC (stereo not given)	4	-7	-2	/	/	3	2	/	-1
Cc1cccc(Nc2nc(NCc3ccco3)nc(N)c2[N+](=O)[O-])c1	-2	-12	0	-12	1.7	9	2	1	0
O=c1[nH]c2ccccc2cc1-c1nnn(-c2ccc(F)cc2)n1	-2	-9	-3	-3	-1.0	9	-8	1	0
Cc1oc(-c2cc(F)cc(F)c2)nc1CN1CCN(C(=O)c2ccco2)CC1	0	9	-9	16	0.6	-6	4	1	3
O=C(Nc1ccc2c(c1)OCO2)NC1CCN(Cc2ccccc2)CC1	1	-3	-11	-12	7.3	-7	-3	-3	2
CCc1ccc(NS(=O)(=O)c2cccc3nonc23)cc1	-6	-5	9	-8	-0.1	-5	-9	11	1
CC(=O)N1CCN(c2ccc(Oc3nnnn3-c3ccccc3)cc2)CC1	-2	6	1	8	-1.3	-1	1	3	2
CC(C)c1ccc(C(=O)N(c2ccccn2)C(C)c2ccco2)cc1 (stereo not given)	4	5	2	-10	-1.9	9	1	-2	0
Cc1oc(-c2ccccc2Cl)nc1CS(=O)CC(=O)NCc1ccccc1Cl (stereo not given)	-3	-4	18	-16	-0.3	2	-3	0	2
CCOc1ccc(C(C)=O)cc1CN1C(=O)NC2(CCCCCCC2)C1=O	0	-3	5	-17	4.3	0	5	7	5
CCn1c(SCC(=O)Nc2ccccc2OC)nc(O)cc1=O	8	-2	-1	9	0.7	-2	-1	3	4
Cc1cc(C)n(CC(=O)N/N=C/c2cc([N+](=O)[O-])ccc2O)n1	1	-8	-2	6	-2.7	-1	1	-4	1
COc1ccccc1S(=O)Cc1ccc(C(=O)NC2CCCC2)o1 (stereo not given)	-3	-4	3	5	-1.2	1	2	3	2
Cc1cc(C)cc(NC(=O)CCOc2ccccc2)c1	-2	-8	-2	3	-0.8	2	-5	-1	1

Structural class, those above with an NH in an aromatic ring
SMILES	CHRM5 PAM	CHRM4 antagonist	M5 antag	CRFR2-BP antag	CRFBP-R2 agonist	M4 PAM	M5 ag	IDE inh	CHRM4 agonist
N#Cc1ccc(CCc2ccccc2)[nH]c1=O	-3	-6	15	-3	1.3	3	0	/	1
CCc1cc(=O)oc2cc(C)cc(OCC(=O)NCCc3c[nH]c4ccccc34)c12	-12	-23	8	5	-2.6	1	2	2	16
O=C(CSc1nc2c(cnn2-c2ccccc2)c(=O)[nH]1)N1CCCCC1	-3	-1	1	-1	1.8	-5	3	-2	0
CCCCn1c(N)c(N(CC)C(=O)c2cc(C)cc(C)c2)c(=O)[nH]c1=O	-1	6	10	12	0.3	-5	-2	9	3
O=c1[nH]c2ccccc2cc1-c1nnn(-c2ccc(F)cc2)n1	-2	-9	-3	-3	-1.0	9	-8	1	0

Pulled by structure from above, three records:
SMILES	CHRM5 PAM	CHRM4 antagonist	M5 antag	CRFR2-BP antag	CRFBP-R2 agonist	M4 PAM	M5 ag	IDE inh	CHRM4 agonist
Cc1nc2sc3c(c2c(=O)n1/N=C/c1cccnc1)CCCC3	6	4	0	-11	-4.2	-3	-3	5	1
N#Cc1ccccc1OCCN1C(=O)c2ccccc2C1=O	-7	11	2	-16	-2.5	-7	-2	1	2
N#Cc1ccc(CCc2ccccc2)[nH]c1=O	-3	-6	15	-3	1.3	3	0	/	1

(list continues)
SMILES	CHRM5 PAM	CHRM4 antagonist	M5 antag	CRFR2-BP antag	CRFBP-R2 agonist	M4 PAM	M5 ag	IDE inh	CHRM4 agonist
O=C(NC(c1ccc(F)cc1)c1ccc2ccccc2n1)C1CCN(CCOc2ccc(Cl)cc2)CC1 (stereo not given)	-6	3	-6	/	/	0	-2	/	7
CCOC(=O)N1CCN(Cc2c(NC(=O)c3ccco3)sc(C)c2C)CC1	-2	2	-1	-44	2.3	9	6	1	3
CC(C)(CNC(=O)CO/N=C1/C=C2CCC3C(C(O)C[C@@]4(C)C3CC[C@]4(O)C(=O)CO)[C@@]2(C)CC1)C(O)C(=O)O (stereo not given in full)	-6	-15	0	-3	4.3	6	-4	2	2
Cc1cccc(CN2[C@H](COC(=O)Nc3ccccc3)C=CS2(=O)=O)c1	2	-1	3	/	/	0	3	/	5
CC(C)c1nnc(NC(=O)C2CCN(c3cnccn3)CC2)s1	-4	-8	1	7	-0.6	-2	1	1	1
COC(=O)C(Cc1cnc(Cl)s1)(C(=O)OC)c1ccc([N+](=O)[O-])cc1[N+](=O)[O-]	-12	11	8	10	-1.2	-10	-2	-2	0
CC(=O)NNc1cc(C)nc(NS(=O)(=O)c2ccc(C)cc2)n1	1	-5	-2	-4	0.9	3	1	0	0
O=C(Nc1cccc2c1CCCC2)c1ccc(F)cc1	-8	11	5	3	-1.6	-5	-4	5	0
Cc1ccc2nc(COC(=O)c3cccnc3Cl)cc(=O)n2c1	-3	-13	0	-8	-0.3	3	1	/	1
CCc1c(C)nc2c(C#N)c[nH]n2c1=O	1	-7	-2	10	0.6	14	0	0	-1
S=C(NCC1CCCO1)N1CCc2ccccc2C1 (stereo not given)	5	0	-24	1	0.8	-2	1	6	0
CCSc1ccccc1C(=O)Nc1cccc(OC)c1	-3	-5	1	12	-1.5	11	-4	0	0
COc1ccc(-c2noc(CCCC(=O)N3CCOCC3)n2)cc1	9	-4	-8	14	14	23	1	10	4
O=S(=O)(Nc1ccc2cn[nH]c2c1)c1ccccc1	5	-7	4	28	-0.4	-1	2	6	0
CCCN1C(=O)/C(=C2/C=Cc3ccccc3N2CC)SC1=S	1	1	1	7	-5.8	-3	-2	2	0
CC1CCN(c2oc(-c3ccc(F)cc3)nc2C#N)CC1	-3	-3	-2	9	2.5	-6	-5	5	-2
Cc1ccc(-c2nn(CC(N)=O)c(=O)c3ccccc23)cc1S(=O)(=O)N(C)C	4	11	-1	19	1.0	-2	-2	5	0

With a hit mark in CHRM5 PAM, of those listed so far:
SMILES	CHRM5 PAM	CHRM4 antagonist	M5 antag	CRFR2-BP antag	CRFBP-R2 agonist	M4 PAM	M5 ag	IDE inh	CHRM4 agonist
CC(=O)N1CC[n+]2c(-c3ccc([N+](=O)[O-])cc3)csc21	20*	-7	-9	10	-0.6	0	4	6	0
